KKLEB cytotox: reduces viability of KKLEB cystic fibrosis airway cells; activity change (cytotoxicity), % at 5 µM; KKLEB CF airway cells viability, ATPlite luminescence, overnight; hits give low values; cells stimulated with P. aeruginosa culture filtrate; 0.36% of 360,000 active; AID 602141;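 active means corrected activity change at or below -50% at 5 µM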
TWEAK-Fn14 inh: inhibitors of TWEAK-Fn14 interaction signaling. AID 1159606. TWEAK-stimulated Fn14 reporter cells, luciferase luminescence, 8 h. inhibition, % at 10 µM. 2% of 360,000 active; in the data active means inhibition above about 50%
COUP-TFII inh: blocks human COUP-TFII nuclear receptor. P24468. HEK293T NGFI-A luciferase reporter, luminescence. inhibition, % at 8.6 µM. 0.7% of 370,000 active;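 active means inhibition above a per-plate cutoff, mean inhibition of test wells between control levels plus 3 SD, cut at about 38% in these data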;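 further: cells cotransfected with COUP-TFII expression vector driving the NGFI-A reporter; 0% = median of COUP-TF2 test wells and 100% = reporter-only cells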
Target sequence (P24468 whole entry, looked up): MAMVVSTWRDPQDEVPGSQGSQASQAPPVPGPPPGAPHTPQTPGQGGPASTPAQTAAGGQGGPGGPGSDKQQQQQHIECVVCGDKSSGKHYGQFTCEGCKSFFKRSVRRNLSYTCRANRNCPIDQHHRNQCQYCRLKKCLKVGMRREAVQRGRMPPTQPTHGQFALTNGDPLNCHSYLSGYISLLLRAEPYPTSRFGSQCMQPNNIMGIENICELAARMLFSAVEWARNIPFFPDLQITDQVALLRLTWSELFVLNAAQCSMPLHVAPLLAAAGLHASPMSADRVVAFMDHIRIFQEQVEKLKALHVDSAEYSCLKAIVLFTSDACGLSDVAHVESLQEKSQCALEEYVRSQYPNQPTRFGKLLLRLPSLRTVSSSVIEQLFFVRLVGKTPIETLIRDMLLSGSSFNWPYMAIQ
TROY NFkB inh: inhibitors of TROY-dependent NF-kB signaling. Q293 LMP1-TROYcd NF-kB luciferase reporter, 4 h. inhibition, % at 10 µM. 0.98% of 360,000 active;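 active means compounds whose plate-normalised and pattern-corrected inhibition of the luciferase reporter signal at the single screening dose is 50% or more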
EBV LMP1 NFkB: Epstein-Barr LMP1 NF-kappaB reporter inhibition; LMP1-induced NF-kappaB luciferase reporter cells, luminescence; inhibition, % at 12.5 µM; 0.69% of 350,000 active; in the data active means inhibition above about 41%;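 further: 0% = neutral control wells and 100% = reference inhibitor control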
TRAIL sens C8: caspase-8 TRAIL sensitization; inhibition (viability loss, TRAIL sensitization), % at 10 µM; 1% of 360,000 active; NB7+C8 cells + TRAIL, ATPlite viability luminescence; AID 624354;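 active means compounds causing at least 50% loss of cell viability in the single-dose screen, relative to plate controls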
SRC2 inh: human SRC2 (NCOA2) inhibition; Q15596; HEK293 GAL4-SRC2 luciferase reporter, luminescence; inhibition, % at 9 µM; 0.17% of 370,000 active;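 active means inhibition above the mean inhibition of all tested compounds plus 3 SD, set per campaign, cut at about 52% in these data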;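 further: 0% = DMSO treated cells and 100% = cells given Gossypol at 36 µM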
SRC3 inh: human NCOA3 inhibition; AID 588352; 0.17% of 360,000 active; HEK293 GAL4-SRC3 luciferase reporter, luminescence; inhibition, % at 3.6 µM;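 active means inhibition above a per-campaign cutoff, the mean of all compounds plus 3 SD, cut at about 60% in these data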;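 further: 0% = DMSO-treated cells and 100% = gossypol-treated cells at 36 µM; higher means less SRC3-driven luciferase light from the GAL4 reporter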
NCOA1 inh: human NCOA1 inhibition | Q15788 | 0.12% of 360,000 active | inhibition, % at 3.6 µM | HEK293 GAL4-SRC1 luciferase reporter, luminescence;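 active means inhibition above the campaign mean plus 3 SD, with each screening campaign given its own cutoff, cut at about 60% in these data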;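 further: 0% = DMSO treated cells and 100% = gossypol at 36 µM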
CF NFkB inh: cystic fibrosis NF-kB activation inhibition; KKLEB NF-kB-GFP reporter, PAF-induced, GFP fluorescence overnight; inhibition, % at 5 µM; 0.86% of 360,000 active;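 active means at least 50% inhibition at 5 µM, scaled per plate between neutral and stimulator controls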;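 further: PAF is a Pseudomonas aeruginosa culture filtrate used as stimulus; plate controls were PAF-stimulated DMSO wells for no effect and unstimulated DMSO wells for full effect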
LRH-1 inv ag: inverse agonists of human LRH-1 (NR5A2); inhibition, % at 3.6 µM; O00482; HEK293T StAR-luciferase reporter, LRH-1 transfected, 24 h; 0.13% of 360,000 active; AID 602396;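 active means inhibition above the mean inhibition of all tested compounds plus 3 SD, cut at about 73% in these data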;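 further: 0% = DMSO wells and 100% = reporter-only cells lacking LRH-1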
Target sequence (O00482 whole entry, looked up): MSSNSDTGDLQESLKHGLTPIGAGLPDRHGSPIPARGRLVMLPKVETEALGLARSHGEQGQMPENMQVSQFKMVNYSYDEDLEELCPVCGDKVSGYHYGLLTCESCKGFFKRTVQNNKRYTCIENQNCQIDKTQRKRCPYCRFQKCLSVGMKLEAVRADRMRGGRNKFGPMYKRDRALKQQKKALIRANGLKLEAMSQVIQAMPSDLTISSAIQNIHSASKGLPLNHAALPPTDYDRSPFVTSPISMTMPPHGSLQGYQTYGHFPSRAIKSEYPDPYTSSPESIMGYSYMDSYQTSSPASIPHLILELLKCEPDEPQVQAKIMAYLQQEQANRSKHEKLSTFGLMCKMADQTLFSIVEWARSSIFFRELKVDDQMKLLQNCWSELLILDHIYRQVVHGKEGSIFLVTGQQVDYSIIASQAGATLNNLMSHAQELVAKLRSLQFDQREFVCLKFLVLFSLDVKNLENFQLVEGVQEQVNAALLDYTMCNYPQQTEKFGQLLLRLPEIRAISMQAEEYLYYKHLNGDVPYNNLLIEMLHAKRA
An asterisk follows results filed as active; . = not tested or not shown; & = joins results of further samples.

SMILES	KKLEB cytotox	TWEAK-Fn14 inh	COUP-TFII inh	TROY NFkB inh	EBV LMP1 NFkB	TRAIL sens C8	SRC2 inh	SRC3 inh	NCOA1 inh	CF NFkB inh	LRH-1 inv ag
CCOc1cccc(OCCCOc2ccccc2)c1	15	-24	4	-23	-14	1	-28	7	-14	-3	18
CNC(=S)N1CCn2cccc2C1c1ccc(F)cc1 (stereo not drawn)	-8	-9	17	-5	16	6	-24	15	10	20	-7
COC(=O)C1=C(CSc2nnnn2C)NC(=O)NC1c1cc(C)ccc1C (stereo not drawn)	7	13	0	1	-28	1	-1	11	-3	-8	8
C=CCOC(=O)C1=C(C)NC(SCC(=O)N(CC)CC)=C(C#N)C1c1ccco1 (stereo not drawn)	14&-7	0&-8	6&1	-3&-8	-3&2	-1&10	-25&3	17&-1	17&-8	5&14	-2&14
O=C(COC(=O)CNC(=O)c1ccc(Cl)cc1)Nc1ncc(C(F)(F)F)cc1Cl	-7	-5	10	11	2	-2	7	-3	-11	-16	0
COc1ccc([C@H]2CC(=O)C=C(/C=C/c3ccc(Cl)cc3)C2)cc1	-2	-27	10	-50	-8	-7	-14	-4	-16	19	-14
Cc1ccc(CN2CCN(Cc3ccc4cccc(F)c4n3)CC2CCO)cc1 (stereo not drawn)	-3	3	9	9	6	-2	14	-8	9	14	13
Cc1noc2ncnc(Sc3ccc(Cl)cc3)c12	-12	65*	5	49	6	18	-24	21	-3	36	16
Cc1ccc(CCNC(=O)c2ccc(CS(=O)(=O)Cc3ccc(F)cc3)o2)cc1	-4	0	-7	-16	-4	-6	17	15	1	6	11
CCOc1ccc(C2N(c3ccc(Cl)cc3)C(=O)C3CCCN32)cc1OC (stereo not drawn)	10	-6	-4	-11	-5	0	7	9	-2	-29	-17
Cc1cccc(N2C(=S)NC3c4ccccc4OC2(C)C3C(=O)N(C)C)c1 (stereo not drawn)	6	0	5	-13	3	-4	2	2	2	-29	5
Cc1cc2c3nonc3ccc2n1-c1ccccc1	-14	-8	-8	-2	-3	2	1	11	-11	14	-10
CCN(CC)S(=O)(=O)c1ccc(C)c(NC(=O)COC(=O)CNC(=O)c2ccc(C(C)(C)C)cc2)c1	-2	-5	-20	-82	-4	-4	-16	-5	-20	15	3
CC(C)(C)c1ccc(-n2ncc3c2CCCC3NC(=O)CCN2CCCO2)cc1 (stereo not drawn)	3	14	25	-6	3	-3	-31	24	24	-6	7
CCOC(=O)N1CCN(C(=O)CSCc2ccccc2Cl)CC1	1	-17	-13	-14	-19	-4	-53	-36	-46	6	-45
COc1ccc(S(=O)(=O)N2CCN(C(=O)C3CC(=O)N(c4ccccc4F)C3)CC2)cc1OC (stereo not drawn)	11	2	1	8	-2	-1	-11	-3	-10	0	-3
CCCC(=O)N(c1ccc2oc(=O)sc2c1)S(=O)(=O)c1ccccc1	18	15	5	5	0	3	-5	1	-30	-5	12
COc1ccc(Cn2ccnc2CO)cc1[N+](=O)[O-]	-1	12	-2	14	-3	-12	-7	-14	2	-11	11
Cc1cc(NS(=O)(=O)c2ccc(NC(=S)NCc3ccccc3)cc2)no1	-1	-1	-7	-1	3	-3	-37	2	-5	10	-2
O=C(Cn1c(=O)oc2ccccc21)Nc1ccc(Cl)cc1Cl	-2	2	12	-6	-14	-3	-26	-2	-61	-6	-1
O=C(O)c1cc(-c2ccccc2)n(-c2ccccc2)n1	1	0	14	9	-4	2	0	-4	-36	2	1
O=S(=O)(Cc1ccccc1)CS(=O)(=O)Cc1ccccc1	9	10	4	5	8	-6	13	13	5	-7	16
CC(C)(C)c1ccc(C(=O)O)c(C(=O)c2ccccc2)c1	-2	20	23	-6	2	-1	0	22	-8	-33	2
COc1cc(C(=O)N/C(=C\c2cn(C)c3ccccc23)C(=O)N2CCN(C)CC2)cc(OC)c1OC	-4	-5	4	1	-3	4	-3	4	11	-10	7
CC1(C)C2([N+](=O)[O-])CN3CC1([N+](=O)[O-])CN(C2)C3C(O)C(O)C(O)CO (stereo not drawn)	9	-2	3	3	-2	-12	1	-5	3	-2	21
CSc1ncccc1C(=O)OCC(=O)c1ccc(Cl)s1	-2	-15	2	-2	0	-2	-11	-1	10	-28	-16
O=C1CN(C(=O)COC(=O)c2ccccc2O)c2ccccc2N1	18	4	-1	-6	-7	-10	-9	6	1	-36	-1
CCOc1cc(C(=O)NCC(C)(C)CNC(=O)c2cc(OCC)c(OCC)c(OCC)c2)cc(OCC)c1OCC	-3	-15	17	15	.	12	-3	18	-2	20	13
CCO[C@@H]1OC(C(=O)NCc2ccccc2)=C[C@H](c2ccc3c(c2)OCO3)[C@H]1CCCO	15	-2	-9	4	-4	-11	15	4	3	-12	-20
N#CCC(=O)c1ccccc1Oc1ccc(Cl)cc1	1	-1	26	15	1	-3	-2	7	3	5	-18
CCCCN(CCCC)Cc1cc(=O)oc2cc(C)c(Cl)cc12	-16	7	-7	8	.	4	12	23	16	-14	4
O=C(CSC1=NS(=O)(=O)c2ccccc2N1)Nc1cccc(F)c1	10	-18	0	10	-12	6	12	1	-1	-4	-9
O=C1NC[C@H](Cc2ccccc2)N(C[C@H]2CCCN2C[C@H](Cc2ccc(O)cc2)N2C[C@H](Cc3ccc(O)cc3)N(CC3CCCCCC3)C(=O)C2=O)C1=O	-10	1	-3	-4	-4	-11	-63	-52	3	25	-38
COc1ccc(NC2CCCN(C(=O)c3oc(C)cc3C)C2)cc1OC (stereo not drawn)	4	-9	-5	7	1	-12	-10	21	2	20	18
O=C(COc1ccccc1Cl)c1ccc[nH]1	-2	-35	-10	-19	-17	4	-11	-32	-23	-28	-1
CC(C)c1ccc(C(=O)NCCCN2CCN(CCCNC(=O)c3ccc(C(C)C)cc3)CC2)cc1	-7	20	11	7	5	7	-30	13	-17	16	13
O=S(=O)(NCc1ccccc1)c1ccc(S(=O)(=O)N(Cc2ccccn2)Cc2ccco2)cc1	0	-10	2	11	1	-6	-14	2	-35	-15	5
Cn1c(C(=O)N2COCC2(C)C)cc2c(=O)n3ccccc3nc21	8	-16	-43	-18	-14	30	-57	-27	-38	-20	-38
Cc1cccc(NC(=S)N2CCC(C(=O)c3ccc(F)cc3)CC2)c1C	-19	-25	0	-13	1	-5	-2	-2	9	17	6
Cn1c(CNC(=O)C(Cc2ccccc2)NC(=O)c2ccccc2)cc(=O)n(C)c1=O (stereo not drawn)	-2	-8	-12	-16	3	-14	8	3	6	4	-2
CC1(C2CC2)NC(=O)N(CC(=O)Nc2ccc(C(F)(F)F)cc2)C1=O (stereo not drawn)	4	-3	0	-2	0	11	-13	2	7	-6	10
Cc1cccc(NC(=O)c2cc3n(n2)C(C(F)(F)F)CC(c2ccc4c(c2)OCO4)N3)c1 (stereo not drawn)	-11	16	-11	5	-18	5	1	-4	11	10	-28
COc1ccc(-c2cccc(C3CC=CC4C3C(=O)N(Cc3ccccc3)C4c3ccc4ccccc4c3)c2)cc1 (stereo not drawn)	-21	-4	14	-8	-11	23	5	-4	-13	47	-5
Cc1nc(C#N)c(N/N=C/c2cccc(Cl)c2)o1	-7	0	-27	-46	-38	12	-37	-62	-63	13	-53
CNc1nc(OCC(F)(F)F)nc(OCC(F)(F)F)n1	4	15	-4	18	1	5	8	21	4	12	-4
O=C(Nc1ccccc1)c1ccc2ccccc2n1	3	16	-55	-24	-72	27	-27	-130	-123	-2	-142
O=C(Cn1c(=O)n(CCCCC(=O)NC2CCCC2)c(=O)c2ccccc21)NCCC1=CCCCC1	-3	-20	8	0	-2	4	-6	2	-11	-3	-3
COC1=Cc2c(ccc3ccc(=O)oc23)OC1(C)C	-8	-15	-12	15	15	3	3	25	5	-15	-7
CCN(c1ccccc1)S(=O)(=O)c1cc2c(cc1C)n(C)c(=O)c(=O)n2C	7	-5	-9	0	-8	-10	-16	0	-9	-5	6
Cc1ccc(C)c(NC(=O)C2CCCC2)c1	4	6	-20	2	3	-1	4	16	-10	1	0
COC(=O)c1cc(-c2c(C)nn(-c3ccccc3)c2C)n[nH]1	6	-28	-37	-17	-7	-9	-47	-22	-32	2	-55
Cc1cccc(-n2[nH]c(C)c(C=Nc3ccc4[nH]c(=O)[nH]c4c3)c2=O)c1	4	4	-6	-2	4	-1	-18	5	-64	0	-3
COC(=O)Cn1cnc2c(Cl)nc(F)nc21	8	-16	1	4	-12	46	-13	-10	-9	-31	-4
Cc1cc(OCC(=O)OCC(=O)c2c(N)n(C)c(=O)n(C)c2=O)ccc1Cl	-10	86*	0	15	3	-2	-24	0	-8	-19	9
Cc1nn2c(N3CCN(C4CCCC4)CC3)cc(C(C)(C)C)nc2c1-c1ccccc1	8	26	25	-1	3	16	11	9	-15	-11	-16
CCOC(=O)c1cnn(-c2ccc(F)cc2)c1N	4	-25	-6	5	10	-4	4	9	-9	13	-8
COc1ccccc1C(CNC(=O)CN1C(=O)NC(C)(c2ccc3ccccc3c2)C1=O)N1CCCC1 (stereo not drawn)	10	-9	-16	-8	-7	-2	4	-11	4	0	-9
COc1ccccc1N1C(=O)[C@@H]2C(C(=O)CN3C(=O)c4ccccc4C3=O)=NN[C@@H]2C1=O	-1	18	-3	-19	.	4	-14	16	15	16	-8
COc1ccc2c(c1)c(=O)oc1cc3occ(C(C)(C)C)c3cc12	-3	-34	11	-23	5	3	-5	13	-7	-6	7
Cc1cc(C(F)(F)F)nc(NNc2nc(C)cc(C(F)(F)F)n2)n1	0	18	-21	6	-3	1	-2	13	10	5	18

Entries above containing a cyano group:
SMILES	KKLEB cytotox	TWEAK-Fn14 inh	COUP-TFII inh	TROY NFkB inh	EBV LMP1 NFkB	TRAIL sens C8	SRC2 inh	SRC3 inh	NCOA1 inh	CF NFkB inh	LRH-1 inv ag
C=CCOC(=O)C1=C(C)NC(SCC(=O)N(CC)CC)=C(C#N)C1c1ccco1 (stereo not drawn)	14&-7	0&-8	6&1	-3&-8	-3&2	-1&10	-25&3	17&-1	17&-8	5&14	-2&14
N#CCC(=O)c1ccccc1Oc1ccc(Cl)cc1	1	-1	26	15	1	-3	-2	7	3	5	-18
Cc1nc(C#N)c(N/N=C/c2cccc(Cl)c2)o1	-7	0	-27	-46	-38	12	-37	-62	-63	13	-53

Carrying on.
SMILES	KKLEB cytotox	TWEAK-Fn14 inh	COUP-TFII inh	TROY NFkB inh	EBV LMP1 NFkB	TRAIL sens C8	SRC2 inh	SRC3 inh	NCOA1 inh	CF NFkB inh	LRH-1 inv ag
O=C(Nc1cccc(NC(=O)c2ccc(Cl)cc2)n1)c1ccc(Cl)cc1	-6	-2	16	-17	4	12	6	5	4	-3	11
Nc1nc(CSc2ncccn2)nc(Nc2ccccc2)n1	12	12	-54	-33	-17	-5	-46	-84	-119	0	-136
CCc1ccc(CN2C(=O)c3ccccc3C2C(=O)NCc2cccnc2)cc1 (stereo not drawn)	7	-13	-9	9	-5	12	11	13	8	-18	19
COC(=O)c1c(C)[nH]c(C(=O)NCCc2ccc(S(N)(=O)=O)cc2)c1C	8	13	18	-12	-1	1	-5	1	-24	-2	-8
COc1cccc(CC(=S)N2CCOCC2)c1	-10	8	6	4	16	2	-14	-19	-16	-2	-1
CN1CCc2cc(O)c(O)cc2C(c2ccccc2)C1 (stereo not drawn)	30	4	13	-7	-3	-2	-25	-4	-16	-15	-11
Clc1ccc(C2CC(c3cccs3)n3ncnc3N2)cc1 (stereo not drawn)	-10	4	13	-4	.	-3	-5	7	17	1	15
Cn1c2ccccc2c2ncn(CCC3=CCCCC3)c(=O)c21	0	-5	-34	-50	-18	7	-9	-57	-58	-7	-76

Screening data (PubChem BioAssay)
